AmpC inh det: Promiscuous and Specific Inhibitors of AmpC Beta-Lactamase (assay with detergent); P00811; purified AmpC, nitrocefin hydrolysis with detergent; Potency, µM (series often up to 28.7 µM), for inactives: at the highest dose activity change, negative = inhibition; 71,000 compounds, 0.09% hits; AID 584, 2007; active = well fitted curve in the direction sought with a large enough effect
Target sequence (P00811 whole entry, looked up): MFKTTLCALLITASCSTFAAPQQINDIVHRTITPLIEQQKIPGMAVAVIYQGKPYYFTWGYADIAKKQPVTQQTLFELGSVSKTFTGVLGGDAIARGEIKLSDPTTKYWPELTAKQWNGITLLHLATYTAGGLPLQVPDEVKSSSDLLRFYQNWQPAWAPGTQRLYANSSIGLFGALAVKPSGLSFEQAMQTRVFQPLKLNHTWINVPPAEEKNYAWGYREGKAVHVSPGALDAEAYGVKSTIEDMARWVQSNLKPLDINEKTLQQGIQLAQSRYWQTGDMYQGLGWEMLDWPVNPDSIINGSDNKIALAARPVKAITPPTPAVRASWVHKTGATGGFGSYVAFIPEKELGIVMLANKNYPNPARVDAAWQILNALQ
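E. coli AmpC (5.3 nM) in 20 mM phosphate pH 7.0 with 0.01% Triton X-100, preincubated 15 min RT with compound; nitrocefin (2 uL of 800 uM stock) hydrolysis followed by 480 nm absorbance every 20 s over 4 min.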
Starred values were filed as active, the others as inactive; & = joins results of further samples; [ ] = remark or other dose. % is scaled to controls: 0 for no effect and ±100 for the full control effect; potency is read from the fitted curve at half-maximal effect.

| smiles | AmpC inh det |
| --- | --- |
| O=C(NC1CCCCC1)C1CCN(S(=O)(=O)c2cccc3cccnc23)CC1 | 18% |
| CN(CC(=O)Nn1cnnc1)S(=O)(=O)c1cc(Cl)ccc1Cl | -3% |
| CC1=NN(c2ccccc2)C(=O)[C@@H]1N=Nc1ccc([As](=O)(O)O)c(O)c1 | 0%[5.75 µM] |
| N#CC(C#N)=Cc1cc(O)c(O)c(O)c1 | -1% |
| CC1CN(C(=O)c2cnn3c(C(F)F)cc(-c4ccccc4)nc23)CC(C)O1 (stereo not given) | 0% |
| O=C(Nc1ccc2c(c1)nc1n2CCOC1)C1CCCCC1 | 11% |
| CCN(CC)S(=O)(=O)c1ccc(NC(=O)c2ccccn2)cc1 | -4% |
| C=CCOC(=O)C1CC=CCC1C(=O)Oc1ccc(F)cc1F (stereo not given) | 14% |
| CCOC(=O)N1CCC(=C(C#N)C(=O)Nc2cc(OC)ccc2OC)CC1 | 6% |
| Cc1ccc2nc(NC(=O)COC(=O)c3ccco3)sc2c1 | 0% |
| O=C(Nc1nccs1)C1CCCN1S(=O)(=O)c1ccc(Cl)cc1 (stereo not given) | 10% |
| CC1CN(c2nc3c(c(=O)n(C)c(=O)n3C)n2Cc2c(Cl)cccc2Cl)CC(C)O1 (stereo not given) | 8% |
| Cc1ccsc1/C=N/n1cnc2sc(C)c(C)c2c1=O | 0% |
| CCS(=O)(=O)N1CCC(C(=O)N2CCN(c3ccccc3)CC2)CC1 | 1% |
| CC(C)CCn1c(SCC#N)nc2c(sc3ccccc32)c1=O | 4% |
| CCn1c(SCC(=O)c2ccc(O)c(O)c2)nnc1-c1ccccc1OC | 1% |
| Cc1ccc(C(CCN)c2ccco2)cc1 (stereo not given) | -7% |
| Cc1nccc2[nH]c(=O)c(C(=O)NCCCN(C)C3CCCCC3)cc12 | 0% |
| O=C(COC(=O)c1ccc(S(=O)(=O)N2CCCC2)cc1)NCc1ccccc1 | -3% |
| CCS(=O)(=O)CCSc1nc(C)cc(C)c1C#N | -3% |
| CC1=C(C(=O)OC(C)C)C(c2c[nH]c3ccccc23)n2ncnc2N1 (stereo not given) | 12% |
| CCOC(=O)c1cc(C#N)c(SCC(=O)c2cc(C#N)c(SC)nc2C)nc1C | -2% |
| CC(C)c1nnc(NC(=O)C2CCN(c3nc4ccccc4s3)CC2)s1 | -1% |
| CC(=O)Nc1c(O)n(C)c2ccccc12 | 8% |
| Nc1cccc(C(F)(F)F)c1 | -3% |
| O=C1CCCC(O)=C1C1C2=C(CCCC2=O)Oc2ccccc21 (stereo not given) | 7% |
| O=C(C1CCN(S(=O)(=O)c2cccc3nsnc23)CC1)N1CCN(c2ccccc2F)CC1 | -2% |
| c1ccc(NCc2nnc3n2CCCCC3)cc1 | -6% |
| Cc1onc(-c2c(Cl)cccc2Cl)c1C(=O)Nc1ccc2c(c1)OCO2 | 13% |
| CCOC(=O)[C@H](CCc1ccccc1)N[C@@H](C)C(=O)N1CCC[C@H]1C(=O)O | -1%[12.8 µM] |
| Cc1ccc(S(=O)(=O)NC(C)C(c2cccs2)N2CCN(C)CC2)cc1 (stereo not given) | 1% |
| O=C(Nc1cccc(Oc2ccc3c(c2)C(=O)NC3=O)c1)c1ccco1 | -1% |
| Cc1ccc(S(=O)(=O)N2CCN(Cc3cccc(C)c3O)CC2)cc1 | 9% |
| c1ccc2c(NC3CC3)nc(-c3ccoc3)nc2c1 | 7% |
| CCCOc1ccc(CCN2CCC(=O)NC2=O)cc1C | -3% |
| Cc1ccc(NC(=O)C2CCCN(S(=O)(=O)c3ccc4c(c3)oc(=O)n4C)C2)nc1 (stereo not given) | 14% |
| Cc1ccc(NC(=O)CS(=O)CC(=O)NCCCN(C)c2ccccc2)cc1 (stereo not given) | 2% |
| OCCNCCCOc1cccc(Cl)c1Cl | -2% |
| CCCCn1c(O)c(C(CC)=Nc2cccc(C(=O)O)c2)c(=O)[nH]c1=O | -1% |
| O=C(NCc1ccc2c(c1)OCO2)c1cccc(C(=O)NCc2ccc3c(c2)OCO3)c1 | 0% |
| c1ccc(-c2ccccc2-c2nc(-c3cccnc3)no2)cc1 | -5% |
| COC(=O)CN(C#N)c1nc(OC)nc(N(C)C)n1 | -3% |
| CCc1ncc(C(O)c2cccc(OC)c2OC)n1C (stereo not given) | -6% |
| COc1ccccc1-c1ccc2ncnc(NC3CC3)c2c1 | 7% |
| CC(C)OC(=O)CSc1nnc(-c2ccco2)n1N | -3% |
| CC(=O)NCCc1c[nH]c2ccccc12 | -1%&-1% |
| COc1cc(CN2CC(C)OC(C)C2)cc(OC)c1 (stereo not given) | 0% |
| CN(C)C(=O)Oc1ccc(OC(=O)c2ccccc2)cc1 | 14% |
| Cc1cc(C(=O)CN(Cc2ccc(F)cc2)S(=O)(=O)c2ccc3c(c2)OCCO3)c(C)n1C | -4% |
| COc1ccc(NC(=O)C2CCN(C(=O)NCc3ccccc3)CC2)cc1 | 7% |
| CN1CCN(c2oc(-c3ccco3)nc2S(=O)(=O)c2ccccc2)CC1 | -2% |
| CC(C)[C@@]1(NC(=O)[C@@H]2C[C@H]3c4cccc5[nH]cc(c45)C[C@@H]3N(C)C2)O[C@@]2(O)[C@H]3CCCN3C(=O)[C@@H](Cc3ccccc3)N2C1=O | -4% |
| CCOC(=O)N1CCN(C(=O)c2cc(S(=O)(=O)N3CCCC3)cn2C)CC1 | 1% |
| CC(C)CN(CC(C)C)C(=O)C12CCC(C)(C(=O)C1)C2(C)C (stereo not given) | -5% |
| CC(C)(C)C(=O)NC1CCN(S(=O)(=O)c2ccccc2F)CC1 | 0% |
| CCCNC(=O)CS(=O)(=O)Cc1nc(-c2ccccc2C)oc1C | 8% |
| O=C(c1csnn1)N1CCC[C@@]2(CCN(C(c3ccccc3)c3ccccc3)C2)C1 | -1% |
| O=S(=O)(c1ccccc1)N1CCN(S(=O)(=O)c2ccccc2)c2ccccc21 | -4%[5.75 µM] |
| O=c1[nH]c2c(c3c1CCCC3)CCCC2 | 4% |
| Cc1cc2nc([C@H](C)C(=O)c3ccc(Cl)cc3)c(=O)[nH]c2cc1C | -5%[5.75 µM] |

(more compounds)
| smiles | AmpC inh det |
| --- | --- |
| CN1CCc2c(sc3c2c(=O)n(-c2ccccc2)c2nnc(SCc4ccc(F)cc4)n32)C1 | -2% |
| O=C(OCc1nnc(-c2ccc(Cl)cc2)o1)c1ccc(=O)n(Cc2ccccc2)n1 | 2% |
| Nc1ccc2c3c(cccc13)C(=O)NC2=O | -3% |
| Cc1ccc(C)c(Cn2nnc3c(=O)[nH]c(C4CCCN(C(=O)CC(C)C)C4)nc32)c1 (stereo not given) | -5% |
| Cn1c(=O)c2[nH]c(CN(Cc3ccccc3)Cc3ccccc3)nc2n(C)c1=O | 16% |
| O=c1cc(-c2ccccc2)nc(N2CCN(Cc3ccccc3)CC2)[nH]1 | -5% |
| Cc1c(NC(=O)c2nn(C)c(=O)c3ccccc23)c(=O)n(-c2ccccc2)n1C | -9% |
| O=C(O)C(Cl)(Cl)Br | 9% |
| O=C(CCN1C(=O)c2ccncc2C1=O)Nc1ccc2c(c1)OCCO2 | -1% |
| c1ccc(C2=NCCCN2)cc1 | -2% |
| O=C(NCc1ccco1)c1ccc(S(=O)(=O)c2cccc(S(=O)(=O)N3CCOCC3)c2)cc1 | 8% |
| CN1C[C@@H](O)[C@@H](O)[C@@H](O)[C@@H]1CO | 0% |
| CC(C)[C@H](NC(=O)Nc1ccc2c(c1)OCCO2)C(=O)O | -3% |
| NC(=O)c1ccc(F)cc1 | -1% |
| Cc1sc2nc(SCC(=O)NCc3ccco3)n(C)c(=O)c2c1C | 7% |
| COc1ccc(NC(=O)c2c(SC)nsc2SC)cc1 | -1% |
| CC[N+](CC)(CC)CC | -5% |
| COc1ccc(NC(=O)N2CCCC2C(=O)Nc2ccc(C)cc2)cc1 (stereo not given) | -3% |
| CCOC(=O)N1CCN(S(=O)(=O)c2cc(Cl)ccc2Cl)CC1 | -5% |
| Cn1c(-c2ccc3ccccc3n2)nc2cnccc21 | -3% |
| O=C(c1ccco1)N1CCCSC1=Nc1ccccc1 | -3% |
| COc1ccc(-n2c(=O)c(-c3cccs3)nc3cnc(N4CCOCC4)nc32)cc1 | 2% |
| CC(C)CC(NC(N)=O)C(=O)OCC(=O)NC(=O)NC1CCCC1 (stereo not given) | -6% |
| O=C(Nc1ncc2c(n1)CC(c1ccco1)CC2=O)c1ccc(Cl)cc1 (stereo not given) | -3% |
| Cn1c(O)c(C=NC2C(=O)C3(C)CCC2C3(C)C)c(=O)n(C)c1=O (stereo not given) | 1% |
| CCNc1ncc2nc(C)c(=O)n(CCOC)c2n1 | -1% |
| c1cncc(-c2ccc3ncnc(N4CCNCC4)c3c2)c1 | 15% |
| COC(=O)c1c(-c2cccnc2)csc1NC(=O)c1cc(C)on1 | -6% |
| Cc1cc(NC(=O)CSc2ccc(-c3nc4cc(C)c(C)cc4[nH]3)cn2)no1 | -3% |
| CCOC(=O)C1CCN(Cc2cnc(NC(=O)OC)s2)CC1 | -3% |
| O=C(NC1CCCC1)C1CCCN(S(=O)(=O)c2cnc[nH]2)C1 (stereo not given) | 9% |
| CCOC(=O)C1(CC)NC(c2ccco2)C2C(=O)N(c3ccc(C)cc3)C(=O)C21 (stereo not given) | 16% |
| CCOC(=O)C1=C(C)NC2=C(C(=O)CC(c3ccc(OC)c(OC)c3)C2)C1c1ccc(C)o1 (stereo not given) | 14% |
| Cc1nc2ncnn2c(N2CCN(C(c3ccccc3)c3ccccc3)CC2)c1C | 6% |
| NCCC(=O)N[C@@H](Cc1cnc[nH]1)C(=O)O | -5% |
| COC(=O)CSc1nnc(-c2cccs2)n1-c1ccc(Cl)cc1 | -1% |

Compounds above with a cyano group, in the order listed:
| smiles | AmpC inh det |
| --- | --- |
| N#CC(C#N)=Cc1cc(O)c(O)c(O)c1 | -1% |
| CCOC(=O)N1CCC(=C(C#N)C(=O)Nc2cc(OC)ccc2OC)CC1 | 6% |
| CC(C)CCn1c(SCC#N)nc2c(sc3ccccc32)c1=O | 4% |
| CCS(=O)(=O)CCSc1nc(C)cc(C)c1C#N | -3% |
| CCOC(=O)c1cc(C#N)c(SCC(=O)c2cc(C#N)c(SC)nc2C)nc1C | -2% |
| COC(=O)CN(C#N)c1nc(OC)nc(N(C)C)n1 | -3% |

Next part
| smiles | AmpC inh det |
| --- | --- |
| C=CCOC(=O)C1=C(C)NC(SC)=C(C#N)C1c1ccc(OCC)cc1 (stereo not given) | -7% |
| COc1ccc(-n2nnc3c(=O)n(Cc4cc(C)ccc4C)cnc32)cc1 | -4% |
| CCN(CC)C(=O)c1sc(NC(=O)Cc2cccs2)c(C#N)c1C | -4% |
| COc1ccc2[nH]c(=O)c(CN(CCCN3CCOCC3)C(=O)NCc3ccccc3)cc2c1 | -3% |
| CN(Cc1ccccc1)C(=O)c1ccc2c(c1)OCO2 | 10% |
| CC(Sc1nc(N2CCOCC2)c2c(c1C#N)CC(C)(C)OC2)C(=O)Nc1ccccc1 (stereo not given) | 0% |
| CCCCOCCCNS(=O)(=O)c1ccccc1 | -2% |
| CCCCNc1nc(C)nc2c1nc(-c1ccccc1)n2CCN1CCCC1 | 18% |
| CCc1ccccc1N(CC)C(=O)c1cn(C)c(=O)c2cc(OC)c(OC)cc12 | -4% |
| O=C(CN(c1ccc(F)cc1)S(=O)(=O)c1ccc2c(c1)OCCO2)NCc1ccccn1 | 1% |
| O=c1c(-c2ccc(Cl)cc2)nc2cnc(N3CCOCC3)nc2n1CCc1ccccc1 | 0% |
| Cc1c(C(=O)N2CC(C)OC(C)C2)sc2nc(-c3ccccc3)cn12 (stereo not given) | -3% |

3 entries out of the list, sorted by length of the SMILES, descending:
| smiles | AmpC inh det |
| --- | --- |
| O=C(CN(c1ccc(F)cc1)S(=O)(=O)c1ccc2c(c1)OCCO2)NCc1ccccn1 | 1% |
| Cc1c(C(=O)N2CC(C)OC(C)C2)sc2nc(-c3ccccc3)cn12 (stereo not given) | -3% |
| CCN(CC)C(=O)c1sc(NC(=O)Cc2cccs2)c(C#N)c1C | -4% |

The list goes on:
| smiles | AmpC inh det |
| --- | --- |
| COc1ccc(-n2cnnc2)cc1 | -4% |
| O=C(Cc1ccsc1)NCC(c1ccco1)N1CCCCC1 (stereo not given) | 1% |
| Cc1cc(C(=O)COc2ccc(-c3nnco3)cc2)c(C)n1Cc1ccccc1 | -2% |
| c1ccc2c(c1)nc(N1CCN(C3CCCCC3)CC1)c1nnnn12 | 11% |
| c1ccc(Cn2nnnc2C(c2cccs2)N2CCSCC2)cc1 (stereo not given) | 0% |
| Cc1oc2cc(O)ccc2c(=O)c1N1C(=O)c2ccccc2C1=O | 11% |
| O=C(Nc1nccs1)C1CCN(S(=O)(=O)c2ccc3c(c2)OCCCO3)CC1 | 0% |
| C=CCc1ccccc1OCC(CN1CCCCC1)OC(C)=O (stereo not given) | 2% |
| Nc1ncnc2c1ncn2[C@H]1O[C@@H](CO)[C@@H](O)[C@H]1N | -7%[5.75 µM] |
| Cc1ccc(CCN2CC(C(=O)NCCCN3CCCCCC3)CC2=O)cc1 (stereo not given) | 9% |
| C[N+]1(C)[C@@H]2CC(OC(=O)[C@@H](CO)c3ccccc3)C[C@@H]1[C@H]1O[C@H]12 (stereo not given in full) | -4%[5.75 µM] |
| Cc1nn(C)c(C)c1S(=O)(=O)N1CCC(C(=O)NC2CCCc3ccccc32)CC1 (stereo not given) | 5% |
| CCOc1nc(-c2ccccc2)ccc1-c1noc(COC)n1 | 10% |
| COC(=O)C1C(=O)C2=C(CC1C)NC(=O)CC2c1ccccc1 (stereo not given) | 5% |
| Cc1onc(-c2c(F)cccc2Cl)c1C(=O)OCC(=O)Nc1c(C)n(C)n(-c2ccccc2)c1=O | -3% |
| COc1ccc(CNC(=O)c2noc3c2CCCC3)cc1 | -2% |
| Cn1c2c(c(=O)n(C)c1=O)CN(Cc1ccc(F)cc1)CN2 | 9% |
| Cc1ccc(S(=O)(=O)NC(C)C(=O)NC2CCCCCC2)cc1 (stereo not given) | -2% |
| O=C1NC(c2cc3c(cc2Cl)OCO3)Oc2ccccc21 (stereo not given) | -4% |

The list is partial; count on the stated rates, not on these rows.
